IMP-1 inhibitor: blocks Pseudomonas aeruginosa IMP-1 metallo-beta-lactamase. purified IMP-1, nitrocefin hydrolysis, epi-absorbance fluorescence. inhibition, % at 5.6 µM. 0.45% of 290,000 active;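 active = inhibition above the mean plus 3 SD of all compounds in the same screening run, cut at about 4.5% in these data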;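 also: 0% = IMP-1 with DMSO and 100% = DMSO wells lacking enzyme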
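System: Purified IMP-1 | Read-out basis: Percent enzyme inhibition | Controls: IMP-1 with DMSO as 0%, enzyme-free DMSO as 100% | Replicates: One well per compound | Doses: 5.6 µM nominal single concentration | Detection: Epi-absorbance fluorescence, 480 nm excitation, 530 nm emission | Incubation: 25 °C, 15 min preincubation, 25 min reaction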
GPR7 antag: antagonists of human GPR7 (neuropeptides B/W receptor 1). GPR7-expressing cells, fluorescence antagonist assay. AID 1861. inhibition, % at 4.4 µM. 1.1% of 290,000 active; in the data active = inhibition above about 16%, passing the limit was not always enough;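 also: cells stimulated with the agonist NPW; 0% = agonist with vehicle and 100% = vehicle without agonist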
Target sequence (P48145 whole entry, looked up): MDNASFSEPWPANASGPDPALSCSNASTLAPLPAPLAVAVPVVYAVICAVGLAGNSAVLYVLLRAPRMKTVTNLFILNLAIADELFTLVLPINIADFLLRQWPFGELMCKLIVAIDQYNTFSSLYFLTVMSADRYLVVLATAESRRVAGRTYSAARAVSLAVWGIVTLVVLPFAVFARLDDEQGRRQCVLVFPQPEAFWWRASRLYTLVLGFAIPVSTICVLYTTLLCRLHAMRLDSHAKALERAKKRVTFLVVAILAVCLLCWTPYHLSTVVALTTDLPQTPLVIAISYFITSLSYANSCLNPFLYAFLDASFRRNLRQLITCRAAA
VIM-2 inhibitor: inhibitors of Pseudomonas aeruginosa VIM-2 metallo-beta-lactamase. 0.89% of 290,000 active. purified VIM-2, nitrocefin hydrolysis, epi-absorbance fluorescence. AID 1527. inhibition, % at 5.6 µM;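 active = inhibition above the mean of all tested compounds plus 3 SD, cutoff set per screening run, cut at about 7.5% in these data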;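 also: red hydrolysis product quenches plate fluorescence so inhibitors raise well fluorescence; 0% = enzyme with DMSO and 100% = DMSO without enzyme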
HCV NS3 hel inh: HCV NS3 helicase inhibition; 0.56% of 290,000 active; AID 1800; NS3 helicase DNA unwinding, Cy5 molecular beacon fluorescence; inhibition, % at 10.9 µM;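 active = inhibition above the mean of all tested compounds plus 3 SD, set per campaign, cut at about 35% in these data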;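 also: 0% = DMSO wells and 100% = thioflavine S control wells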
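Test system: hepatitis C virus NS3 helicase domain fragment enzyme. Also added: annealed dual-labelled DNA beacon duplex, ATP-started. Timing: 60 min unwinding reaction at 25 °C after ATP addition. Technique: Cy5 fluorescence. Measure: % inhibition of unwinding.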
PHOSPHO1 inh: PHOSPHO1 (human) inhibition. Q8TCT1. recombinant PHOSPHO1, absorbance phosphatase assay. inhibition, % at 13.3 µM. 1.1% of 290,000 active; in the data active = inhibition above about 60%
Target sequence (Q8TCT1 whole entry, looked up): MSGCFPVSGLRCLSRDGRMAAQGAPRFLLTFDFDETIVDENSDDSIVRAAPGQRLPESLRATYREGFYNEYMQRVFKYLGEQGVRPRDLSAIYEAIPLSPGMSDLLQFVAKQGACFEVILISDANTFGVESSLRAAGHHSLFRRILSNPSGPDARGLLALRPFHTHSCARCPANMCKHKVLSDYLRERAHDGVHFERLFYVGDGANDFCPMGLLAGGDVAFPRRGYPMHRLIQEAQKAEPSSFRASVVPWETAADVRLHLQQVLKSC
V1R ag counter: activates human V1a receptor in oxytocin agonist counter-screen | P37288 | CHO-V1R cells, Fluo-8 calcium fluorescence, agonist mode; 0% DMSO, 100% 3 nM vasopressin | activation, % at 3 µM | 0.25% of 320,000 active;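 active = activation above the mean activation of all tested compounds plus 3 SD, per screening run, cut at about 20% in these data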;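 also: signal is peak over basal fluorescence ratio across a 100 second FLIPR read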
FID counter: fluorescent intercalator displacement, NS3 helicase counter-screen | 0.17% of 290,000 active | DNA fluorescent intercalator displacement, fluorescence | inhibition, % at 7.9 µM | AID 1845; in the data active = inhibition above about 37%;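 also: 0% = vehicle and 100% = reference compound; higher means more ethidium bromide displaced from hairpin DNA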
GalR3 antag: human GalR3 antagonism | O60755 | 0.44% of 360,000 active | inhibition, % at 3 µM | HEK293 GalR3-CNG cAMP membrane potential fluorescence; galR3 body fused to GalR1 C-terminus | AID 651719;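 active = inhibition above the screen-wide average plus 3 SD, cut at about 13% in these data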;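 also: forskolin and galanin both at EC90 stimulate the cells; cAMP rise reported by CNG channel membrane potential dye signal; 0% = forskolin plus galanin with DMSO and 100% = forskolin alone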
Target sequence (O60755 1-299 limits assumed): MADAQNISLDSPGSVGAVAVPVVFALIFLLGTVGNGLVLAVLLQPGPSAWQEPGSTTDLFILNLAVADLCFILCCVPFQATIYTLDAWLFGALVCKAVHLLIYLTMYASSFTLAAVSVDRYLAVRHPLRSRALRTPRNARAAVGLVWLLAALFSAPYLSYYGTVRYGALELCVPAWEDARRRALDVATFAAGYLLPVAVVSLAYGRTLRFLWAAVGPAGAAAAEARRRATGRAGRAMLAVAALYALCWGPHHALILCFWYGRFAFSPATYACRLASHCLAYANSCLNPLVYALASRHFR
OXTR agonist: activates the human oxytocin receptor. P30559. CHO-OTR cells, Fluo-8 calcium fluorescence; normalized: DMSO 0%, oxytocin 100%. activation, % at 3 µM. 0.32% of 320,000 active. AID 2435;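 active = activation above the mean of all tested compounds plus 3 SD, cutoff set per screening run, cut at about 20% in these data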;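 also: peak over basal fluorescence ratio from a 100 s FLIPR kinetic read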
* marks the source's active call; other numbers are inactive results; x = not tested or not shown.

SMILES	IMP-1 inhibitor	GPR7 antag	VIM-2 inhibitor	HCV NS3 hel inh	PHOSPHO1 inh	V1R ag counter	FID counter	GalR3 antag	OXTR agonist
COc1ccc(-n2c(/C=C/c3ccc(O)cc3)nc3ccccc3c2=O)cc1	-1.5	-17	0.7	-21	x	2.0	-21	-3	2.4
Cc1noc(C)c1C(=O)N1CCC2(CC1)OCCO2	-1.4	0	-2.4	8	7	0.8	2	-6	0.8
CCC(=NCc1ccco1)c1c(O)n(C)c(=O)n(C)c1=O	-2.9	-10	-0.8	5	46	3.0	-3	-6	3.3
COc1ccc(/C=C2/C(=O)NC(=O)N(C3CCCCC3)C2=O)cc1CSc1ccccn1	-2.1	26	-2.1	12	53	-0.9	-12	4	-1.0
Cc1ccc2c(c1)C1CN(C)CCC1N2C(=O)CCCN1C(=O)c2cccc3cccc(c23)C1=O (stereo not given)	-2.5	-7	1.2	-10	-4	-1.4	0	-6	0.1
C=Cn1ccnc1P(=S)(c1nccn1C=C)C1CCCCC1	-2.1	5	1.5	11	42	-0.9	-25	-4	-2.1
CCNc1nc2[nH]c(=O)c3c(c2s1)OC(N)=C(C#N)C3c1cccs1 (stereo not given)	-0.5	0	0.7	1	28	0.8	-6	-4	1.7
Cc1ccc(OCC(=O)N2CCN(C)CC2)c(Br)c1	-2.9	-6	-1.1	-2	-13	-0.2	2	3	0.6
N#CC12CNCC1CN=N2 (stereo not given)	-2.0	-4	-2.8	2	25	-0.6	-2	-9	0.1
CC(NCc1ccc(Cl)c(Cl)c1)C(O)c1ccccc1 (stereo not given)	-2.9	-1	-3.6	-4	8	5.4	11	-6	8.5
COc1ccc(N=Nc2c(O)[nH]c(=S)[nH]c2=O)cc1	-1.9	-10	-1.3	0	24	2.4	-2	-9	0.3
Cc1cc(=O)[nH]c(CCl)n1	-1.8	-24	-0.1	-5	21	0.2	-5	-2	-0.1
CN1CCN(c2ccc([N+](=O)[O-])c(Sc3ccccn3)c2)CC1	-2.9	-4	-1.6	-2	-6	-0.1	10	-6	1.0
COc1ccc(C(=O)C(C)(C)NO)cc1	-0.4	-14	2.4	-2	-7	0.0	0	1	-0.2
COc1ccc(-c2csc(NC(=O)COC(=O)Cc3ccccc3)n2)cc1OC	-3.1	-11	-3.6	-3	-9	1.1	-13	x	-0.5
CCOC(=O)c1ccc(N2C(=O)CC(N3CC=C(c4ccc(F)cc4)CC3)C2=O)cc1 (stereo not given)	-4.1	-10	-1.4	14	9	0.2	-28	1	0.2
CC(=O)N1CCN(CCN=Cc2c(O)n(-c3ccc(F)cc3)c(=S)[nH]c2=O)CC1	-2.3	-1	-2.2	-11	27	0.4	-9	-10	-0.4
CN1C(=O)C(=Cc2ccccc2Oc2ccc(Cl)cc2)C(=O)N(C)C1=O	-0.8	6	0.3	-6	-17	-0.8	-5	-2	-2.0
COc1ccc(OC)c(N2Cc3ccccc3C2=N)c1	-3.2	-10	-2.1	3	44	0.1	1	4	-0.3
CCC1(CC)C(=N)N(C)C(=O)NC1=O	-1.9	-6	-2.5	4	6	1.1	-3	1	0.7
COc1ccc(C2C(C(=O)N3CCC4(CC3)OCCO4)c3cc(OC)c(OC)cc3C(=O)N2C)cc1 (stereo not given)	-1.9	-12	-0.5	-1	4	0.6	-27	-1	0.6
O=C(NC(=S)N1C[C@H]2C[C@H](C1)c1cccc(=O)n1C2)c1ccc(Cl)cc1	-0.2	6	-1.9	2	29	-0.4	-9	-5	0.2
O=C(C(=O)N1CCOCC1)c1cn(Cc2ccccc2F)c2ccccc12	0.2	-4	-0.2	-3	48	1.4	-42	-4	0.0
O=C1N(c2ccc(Cl)cc2)C(c2cccnc2)N2CCCN12 (stereo not given)	-1.8	-2	-1.9	9	-19	2.3	-4	-5	3.1
CCC(=O)c1ccc(OC(=O)N(C)c2ccccc2)cc1	-3.8	-9	-3.5	3	-19	0.8	-11	-6	-1.0

Next part; the last 5 above are carried over.
SMILES	IMP-1 inhibitor	GPR7 antag	VIM-2 inhibitor	HCV NS3 hel inh	PHOSPHO1 inh	V1R ag counter	FID counter	GalR3 antag	OXTR agonist
COc1ccc(C2C(C(=O)N3CCC4(CC3)OCCO4)c3cc(OC)c(OC)cc3C(=O)N2C)cc1 (stereo not given)	-1.9	-12	-0.5	-1	4	0.6	-27	-1	0.6
O=C(NC(=S)N1C[C@H]2C[C@H](C1)c1cccc(=O)n1C2)c1ccc(Cl)cc1	-0.2	6	-1.9	2	29	-0.4	-9	-5	0.2
O=C(C(=O)N1CCOCC1)c1cn(Cc2ccccc2F)c2ccccc12	0.2	-4	-0.2	-3	48	1.4	-42	-4	0.0
O=C1N(c2ccc(Cl)cc2)C(c2cccnc2)N2CCCN12 (stereo not given)	-1.8	-2	-1.9	9	-19	2.3	-4	-5	3.1
CCC(=O)c1ccc(OC(=O)N(C)c2ccccc2)cc1	-3.8	-9	-3.5	3	-19	0.8	-11	-6	-1.0
Cc1cccn2c(=O)c3cc(C(=O)N4CCC5(CC4)OCCO5)n(C)c3nc12	-3.0	8	-0.7	17	30	2.2	-11	-6	0.2
COc1ccccc1NC(=O)c1cn(CCC#N)nc1-c1ccc(F)cc1	-1.7	-10	-0.9	2	29	x	-19	-6	x
Cc1nc2nc(C)c(CCC(=O)N3CCC4(CC3)OCCO4)c(C)n2n1	0.1	-5	-2.1	8	16	0.0	-1	-7	0.9
CN(Cc1ccccc1)Cc1ccccc1OC(=O)N(C)C	0.5	-17	-0.7	-4	0	0.0	1	2	-0.3
CCOP1(=S)Oc2cc3c(cc2C(C(=O)OC)(C(F)(F)F)O1)OCO3 (stereo not given)	-2.5	-5	-1.6	-7	-31	-0.1	-5	-6	0.4
O=C1NC(=O)N(CCc2ccc(F)cc2)C(=O)/C1=C\C=C\c1ccccc1	-2.2	-1	-1.3	18	-17	x	-22	-4	x
c1csc(CN2CCNCC2)c1	-3.0	-12	-3.6	5	10	6.4	-1	-3	-0.8
Cn1c(O)c(C=NC2CCCCC2)c(=O)[nH]c1=S	-4.3	2	-4.2	8	37	0.4	3	-1	0.4
COc1cc(CN2CCN(c3cc(C)ccc3C)CC2)ccc1O	-5.8	0	1.2	-13	26	2.0	7	-11	2.2
CCOP(=O)(OCC)C(NC(=O)C(C)C)C(Cl)(Cl)Cl (stereo not given)	-2.8	-2	-1.5	5	24	-0.7	1	-2	-0.3
COc1ccc(/C=C2/C(=O)NC(=S)N(C3CC3)C2=O)cc1CN1C(=O)c2ccccc2C1=O	0.2	5	-0.1	-9	-16	-0.2	-5	2	0.1
COCCNC(=O)Cn1cc(C(=O)c2ccccc2F)c2ccccc21	-0.6	-10	-0.1	14	x	-0.3	-3	-2	-0.9
Cc1oc(-c2ccccc2)nc1CN1C(=O)CN=C(c2ccccc2)c2ccccc21	-2.4	-1	-2.8	-3	-23	0.3	-43	-2	-1.6
CCC(C)N1C(=O)NC(=O)C2(Cc3c(ccc4ccccc34)N(C)C2)C1=O (stereo not given)	-2.1	-9	1.2	8	30	-0.7	-11	-2	-2.7
O=C1NC(=S)NC(=O)C12C(c1ccc(F)cc1)NC(=S)NC2c1ccc(F)cc1 (stereo not given)	0.0	-4	-3.0	-5	95*	-0.3	0	-1	-0.2
C=C1C(=O)O[C@@H]2C[C@@H](C)[C@H]3C=CC(=O)[C@]3(O)C[C@@H]12	x	x	x	x	22	0.3	x	3	0.8
O=C1CCN(C(=O)Cc2ccccc2[N+](=O)[O-])CC1	-0.5	-10	1.6	-4	-1	-0.8	-3	3	0.5
C(CCc1nn[nH]n1)CCc1nn[nH]n1	-2.1	-7	-1.7	5	19	1.3	2	0	0.6
CNC(=O)Oc1ccc2ncccc2c1	-0.8	-9	0.1	-4	7	0.5	1	-1	-1.1
CNS(=O)(=O)c1ccc(N=Cc2c(O)n(-c3ccc(C)cc3)c(=O)[nH]c2=O)cc1	-0.2	-1	-0.5	8	48	1.7	-12	-4	0.5
CCC(=Nc1cccc(C(F)(F)F)c1)c1c(O)n(C)c(=O)n(C)c1=O	0.4	-6	0.2	2	12	0.7	-3	-5	1.4
C/C(=N\NC(=O)c1ccccc1)c1c(O)n(Cc2ccccc2)c(=O)[nH]c1=O	-4.4	0	-2.6	29	-2	-1.9	-30	-4	-1.7
O=[N+]([O-])c1ccc(NCc2ccccc2)c2nonc12	30*	34*	23*	8	19	692*	-9	-4	693*
Cc1cccc(NC(=O)N2CCCC2)c1	-3.5	0	-2.5	8	62*	0.0	-6	-2	-0.5
CNC(C)Cc1ccccc1Sc1ccc(O)cc1 (stereo not given)	0.9	30*	2.3	-35	38	5.7	32	-2	9.2

The listing continues.
SMILES	IMP-1 inhibitor	GPR7 antag	VIM-2 inhibitor	HCV NS3 hel inh	PHOSPHO1 inh	V1R ag counter	FID counter	GalR3 antag	OXTR agonist
CCOC(=O)C1CCCN(c2ccc([N+](=O)[O-])c3nonc23)C1 (stereo not given)	27*	45*	26*	-8	44	x	-193	-6	x
CN1CCN(c2nc(Cl)ncc2F)CC1	-2.3	-1	-2.2	-3	-3	0.5	-3	0	0.6
CN1C2CCC1CC(OC(=O)CCN1CCCC1)C2 (stereo not given)	-2.7	1	-2.4	-2	23	0.7	-1	-4	1.6
Cc1cc(/C=C2\C(=O)NC(=O)N(Cc3ccccc3Cl)C2=O)c(C)n1-c1ccc(C(=O)O)cc1	-2.6	2	0.1	32	17	1.3	-22	-4	-0.2
CC(=O)NC1C(OC(=O)Cc2ccccc2)OC(COC(C)=O)C(OC(C)=O)C1OC(C)=O (stereo not given)	-3.0	-2	-3.4	-10	18	-0.3	-7	-5	-0.3
Cc1ccc(-c2cc(-c3ccc(C)cc3)[n+](C)o2)cc1	-0.2	5	-2.0	-6	-20	-0.2	5	-7	0.0
C/C(=N\N1CCCCCC1)c1c(O)n(C)c(=O)n(C)c1=O	-0.6	-7	-2.8	-5	25	-0.1	-1	x	0.2
NC1=C([N+](=O)[O-])C(c2ccc3c(c2)OCO3)c2c(c3ccccc3oc2=O)O1 (stereo not given)	-2.4	-7	-0.8	22	2	0.1	-22	-1	-0.3
Cc1ccc(N2C(=O)NC(=O)/C(=C\c3ccoc3)C2=O)cc1	0.1	-16	-0.6	16	15	6.7	-8	-3	4.3
O=C1NC(=O)C(C(CC(=O)c2ccccc2)c2ccccc2)C(=O)N1 (stereo not given)	-2.4	4	-5.2	8	24	-1.2	-10	-4	-2.2
CN(C)C(=O)Oc1ccc(OC(=O)c2ccccc2)cc1	-6.6	10	-2.4	-3	-14	0.8	-16	0	0.2
CCCN1CCC(NC2CCC(O)CC2)CC1 (stereo not given)	-2.4	-14	-3.7	9	-134	1.2	2	-8	0.2
Cc1ccc(S(=O)(=O)N2CC2(C)CCl)cc1 (stereo not given)	-1.6	-9	-1.7	2	19	0.8	-1	4	0.7
CC(=O)NCCc1c[nH]c2ccccc12	-1.7	-2	-2.4	-14	18	0.6	-8	-3	2.1
Cc1nc(SCc2c(Cl)cccc2Cl)nc(OC(=O)N(C)C)c1C	-1.2	-4	-0.6	-14	7	-0.1	-26	-3	-1.7
CCCCn1c(O)c(C(CC)=Nc2cccc(C(=O)O)c2)c(=O)[nH]c1=O	1.4	-15	-3.8	6	-14	0.5	-1	-1	0.1
O=C(COC(=O)Cc1ccccc1)Nc1ccc(Cl)cn1	-1.8	-12	-0.8	2	16	1.0	-8	-1	0.1

Not all compounds are listed; the hit share may differ from the screen's.
